Screening data (PubChem BioAssay)
tolC growth inh: growth inhibitors of E. coli tolC mutant, primary screen, strain BW25113 ΔtolC::kan, 384-well. OD615. growth inhibition, % at 10 µM (by protocol). 65,000 compounds, 2.2% hits. AID 573, 2007;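 active means growth inhibition at or above a cutoff equal to the mean over every tested compound plus 3 SD, cut at about 60% in these data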;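 further: growth measured after 20 h incubation at 37 °C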
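Material: E. coli BW25113 ΔtolC::kan, tolC deletion mutant strain. Measure: percent growth inhibition. Schedule: 37 °C, 20 h exposure. Doses: single-point testing at 10 µM. Signal: A615 absorbance measurement. Buffer or medium: kanamycin-containing LB broth (50 µg/mL).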
S1P1 ag pot: S1P1 agonists and agonism potentiators, primary screen, cell-based, primary and confirmation screens, CRE-bla reporter; activation, % at 9.5 µM; 56,000 compounds, 0.57% hits; Sphingosine 1-phosphate receptor 1 (Homo sapiens), P21453; AID 449, 2006; S1P1 CRE-bla cells, forskolin, beta-lactamase FRET, potentiator mode; S1P1 agonist co-added at EC20, 2 nM; 100% = saturating reference agonist, 0% = basal;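 active means activation above a cutoff set at the mean activation of all tested compounds plus 3 SD, cut at about 54% in these data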;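 further: forskolin at 4 µM as EC80 and the EC20 agonist is SEW2871; 100% = SEW2871 at its EC100 plus forskolin at EC80; some compounds past the cut are filed as inactive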
AP ELISA ortho: alternative complement pathway inhibitors, primary screen, biochemical, ELISA, human serum, orthogonally pooled compounds; LPS-coated ELISA, C3 deposition; tested in compound mixtures; inhibition, % at 5 µM; 62,000 compounds, 0.08% hits;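 active means inhibition above 30% in each of the two pooled mixtures holding the compound, so the lower value exceeds 30%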;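 further: 0% = serum in Mg-EGTA without compound and 100% = EDTA serum blank; some compounds past the cut are filed as inactive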
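Test system – human serum alternative complement pathway, C3 deposition on LPS-coated wells · Buffer or medium – diluted human serum in Mg2+-EGTA GVB++ · Compound dosing – 5 µM each compound, pools of ten, 50 µM per pool · Schedule – 1 h serum-compound exposure at 37 °C · Measured by – Anti-C3 ELISA, OD 450 nm · Read-out basis – percent inhibition of C3 deposition onto LPS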
HTR1E agonist: 5-HT1E receptor agonists, primary screen, cell-based, HTS; 5-hydroxytryptamine receptor 1E (Homo sapiens), P28566; CHO 5-HT1E Ga15 NFAT-bla reporter, FRET; 0% DMSO wells, 100% control agonist wells; activation, % at 6 µM; 65,000 compounds, 0.69% hits;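 active means activation above a set limit, the screen-wide mean activation plus 3 SD, cut at about 8.5% in these data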;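 further: 100% = positive control agonist at 1 µM giving full maximal response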
Target sequence (P28566 whole entry, looked up): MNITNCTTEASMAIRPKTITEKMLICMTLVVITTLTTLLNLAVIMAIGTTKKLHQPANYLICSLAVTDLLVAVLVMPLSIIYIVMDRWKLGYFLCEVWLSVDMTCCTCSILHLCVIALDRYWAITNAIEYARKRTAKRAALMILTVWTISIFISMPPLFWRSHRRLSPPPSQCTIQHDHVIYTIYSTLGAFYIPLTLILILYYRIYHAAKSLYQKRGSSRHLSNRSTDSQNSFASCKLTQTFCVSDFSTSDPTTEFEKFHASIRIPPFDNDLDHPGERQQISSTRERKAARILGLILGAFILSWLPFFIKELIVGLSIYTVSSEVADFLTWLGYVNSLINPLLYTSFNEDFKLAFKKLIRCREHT
HTR1E antagonist: 5-HT1E receptor antagonists, primary screen, cell-based, HTS. 5-hydroxytryptamine receptor 1E (Homo sapiens), P28566. CHO 5-HT1E Ga15 NFAT-bla reporter, FRET, antagonist. inhibition, % at 6 µM. 65,000 compounds, 0.99% hits;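 active means inhibition above a set limit, the mean inhibition across every tested compound plus 3 SD, cut at about 29% in these data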;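 further: signal is the 460 over 535 nm emission ratio of beta-lactamase substrate; 0% = agonist plus DMSO wells and 100% = wells without agonist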
RORA act: activators of orphan receptor RORA, primary screen, cell-based, luminescence; CHO-K1 Gal4-RORA LBD luciferase reporter; percent increase over mock-subtracted basal signal; activation, % at 10 µM; 65,000 compounds, 1.5% hits;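 active means activation above the mean of all tested compounds plus 3 SD, cut at about 49% in these data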;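 further: 0% = DMSO-treated RORA cells and 100% = added signal equal to DMSO minus mock-transfected cells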
5HT1a antag: human 5-HT1a receptor antagonists, primary screen, cell-based, CHO, Ga15 NFAT-bla reporter; 62,000 compounds, 0.68% hits; CHO 5-HT1a Ga15 NFAT-bla reporter, antagonist mode; AID 612, 2007; inhibition, % at 10 µM;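 active means inhibition above the mean of all tested compounds plus 3 SD, cut at about 43% in these data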;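 further: receptor stimulated by 5-CT agonist at 100 nM near EC80; beta-lactamase reporter measured by ratiometric fluorescence of a cleavable substrate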
S1P3 agonist: human S1P3 receptor agonists, primary screen, cell-based, primary and confirmation, NFAT-BLA reporter; S1P3 NFAT-BLA reporter cells, agonism, FRET ratio; relative to 1 µM S1P, basal subtracted; activation, % at 4.5 µM; 60,000 compounds, 0.1% hits; AID 373, 2006;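 active means activation above the screen-wide mean plus 3 SD, cut at about 4.5% in these data, passing the limit was not always enough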; further: some compounds called inactive have numbers as strong as hits
Target sequence (Q99500 whole entry, looked up): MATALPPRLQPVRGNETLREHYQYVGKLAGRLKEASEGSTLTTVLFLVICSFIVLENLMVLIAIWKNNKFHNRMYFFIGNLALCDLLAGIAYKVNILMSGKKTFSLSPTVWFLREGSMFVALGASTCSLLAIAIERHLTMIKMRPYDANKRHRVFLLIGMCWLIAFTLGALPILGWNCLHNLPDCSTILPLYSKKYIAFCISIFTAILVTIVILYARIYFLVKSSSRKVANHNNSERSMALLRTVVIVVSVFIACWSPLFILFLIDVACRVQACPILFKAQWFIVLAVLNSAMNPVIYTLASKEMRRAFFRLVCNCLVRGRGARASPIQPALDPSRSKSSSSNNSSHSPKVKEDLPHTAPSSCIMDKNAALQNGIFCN
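Benchmarks: high control 1 µM S1P / System: stable CHO line with human S1P3, Gα16, NFAT-BLA reporter / Dosing: single compound concentration, 4.5 µM final / Timing: 4 h compound at 37 °C, 2 h substrate at RT / Measured by: FRET β-lactamase substrate fluorescence, excitation 405 nm, 460/535 nm emission ratio, background-subtracted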
SF1 activator: activators of human SF-1, primary screen, cell-based, CHO-K1, Gal4-SF-1 LBD, luciferase luminescence. AID 522, 2006. CHO-K1 Gal4-SF-1 LBD luciferase reporter; % increase over DMSO SF-1-specific signal. activation, % at 10 µM. 65,000 compounds, 1.9% hits. Steroidogenic factor 1 (Homo sapiens), Q13285;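 active means activation above the mean activation of all tested compounds plus 3 SD, cut at about 50% in these data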
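Assay system: CHO-K1 cells co-transfected with Gal4 DBD–human SF-1 LBD, 5xGal4 luciferase reporter; doses: 10 µM only; incubation: 20 h compound exposure at 37 °C after 1 h cell settling; signal: luciferase light emission; evaluation: percent activation versus DMSO; repeats: one test per compound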
Active calls of the source: *; · = not tested or not shown.

SMILES | tolC growth inh | S1P1 ag pot | AP ELISA ortho | HTR1E agonist | HTR1E antagonist | RORA act | 5HT1a antag | S1P3 agonist | SF1 activator
CCOc1cc2[nH]c(=O)n(CCC(=O)NCCc3ccc(OC)c(OC)c3)c(=O)c2cc1OCC | -11 | -5 | 21 | -0.6 | -5 | 11 | -11 | 0.0 | -12
CCOCCCNC(=O)C(NC(=O)c1ccc2c(c1)OCO2)c1ccc(OC)cc1 (centres undefined) | -7 | · | 12 | -0.4 | -4 | -21 | -5 | · | 8
C=CCn1c(-c2ccc(OC)c(OC)c2)n[nH]c1=S | 5 | -13 | · | -0.3 | -1 | -6 | · | -1.9 | -16
O=c1c(/C=N/O)coc2ccc3ccccc3c12 | -2 | -4 | 15 | -0.8 | 12 | 10 | -4 | -0.7 | 8
COc1ccc(NC(=O)c2ccco2)cc1NC(=O)c1cc2ccccc2o1 | 1 | 4 | 11 | 0.2 | 13 | -30 | 20 | -0.9 | 0
Cn1c(CNc2ccc(Cl)cc2)nc2ccccc21 | 26 | · | -6 | 0.2 | 1 | 37 | 4 | -1.0 | 59*
Cc1cccc(N(CC(N)=O)C2SC(=O)N(c3ccccc3)C2=O)c1 (centres undefined) | -15 | 8 | 13 | -0.5 | 5 | -6 | -8 | 0.5 | 8
CC(C)C(c1nnnn1C1CCCCC1)N1CCOCC1 (centres undefined) | -17 | 4 | 26 | 0.5 | -6 | 13 | -6 | -0.6 | -8
O=C(Nc1nnc(C2CCCCC2)s1)c1cccs1 | 16 | -10 | -3 | 0.7 | -11 | 41 | 5 | -0.4 | 54*
COc1ccc(-n2c(COc3ccccc3)nnc2SCc2ccc(C#N)cc2)cc1 | 63* | 12 | 9 | -0.3 | 1 | 23 | 27 | -0.3 | 42
CCOc1ccc2nc(NCCNC(=O)Nc3cccc(C)c3)c(C#N)cc2c1 | · | 24 | -7 | 2.5 | 8 | 35 | -7 | 0.6 | 8
Cc1ccc(C)c(OCC(=O)Nc2cc(C)on2)c1 | -3 | 14 | 10 | 0.6 | 0 | 8 | 5 | -1.0 | 2
CS(=O)(=O)Nc1ccccc1C(=O)NCc1ccco1 | -13 | · | 22 | 0.8 | -2 | 10 | -4 | · | -5
COc1ccc(OC)c(NC(=O)CSc2ncccc2C(=O)O)c1 | 1 | -14 | 7 | -0.1 | -5 | -2 | -14 | -1.1 | -5
Cc1ccc(-n2c(C)cc(C)c(C#N)c2=O)cc1Cl | -12 | · | 4 | -0.2 | -13 | 7 | -13 | · | 8
Cn1c(C(C#N)/C(=N\S(=O)(=O)c2cccs2)c2ccccc2)nc2ccccc21 (centres undefined) | 4 | · | 3 | 0.2 | -7 | -4 | -9 | · | -13
CCOc1cc(NC(=O)c2ccco2)c(OCC)cc1NC(=O)Cc1cccc(OC)c1 | 10 | 0 | -13 | 0.4 | 18 | 8 | 6 | -1.4 | -11
CCOc1ccc(NC(=O)c2oc3ccccc3c2NC(=O)C2CC2)cc1 | -11 | -1 | 17 | 0.5 | 17 | -22 | -12 | -1.5 | -14
COc1ccc(-c2sccc2C(C)C(=O)O)cc1 (centres undefined) | -3 | -29 | 7 | 0.9 | -1 | -6 | 1 | -1.1 | -3
CCCCCCC(=O)N1CCN(c2cc3c(cc2F)c(=O)c(C(=O)O)cn3CC)CC1 | 0 | -7 | · | 1.0 | -5 | -2 | · | 1.7 | 4
Cn1c(=O)n(C)c2cc(NS(C)(=O)=O)ccc21 | -13 | 6 | -9 | -0.6 | -13 | -17 | -1 | -0.4 | 4
Cn1cccc1Cc1nnc(SCC(=O)Nc2ccc(F)cc2)n1CCc1ccccc1 | 29 | 10 | 6 | 1.4 | 6 | 4 | -36 | -0.4 | 13
O=C(NCc1ccc(Cl)cc1)c1cc2c(nc3sccn32)s1 | 4 | 10 | 26 | -0.1 | 6 | -9 | -1 | 0.4 | -5
Cc1ccc(NCCNc2ccc(C)cc2)cc1 | 13 | -4 | -9 | -0.3 | -7 | 3 | 10 | -1.0 | 12
COC(=O)c1nnn(-c2nonc2N)c1CSc1ccc(Cl)cc1 | -1 | -11 | 15 | -1.1 | 30* | 2 | 15 | -0.5 | 11
More compounds follow:
SMILES | tolC growth inh | S1P1 ag pot | AP ELISA ortho | HTR1E agonist | HTR1E antagonist | RORA act | 5HT1a antag | S1P3 agonist | SF1 activator
CCC(NS(=O)(=O)c1ccc(C)cc1)C(=O)Nc1ccc(NC(C)=O)cc1 (centres undefined) | -11 | -8 | 2 | -0.4 | 2 | -23 | 0 | -0.9 | -4
CN(C)c1ccc(C=Nc2ccccc2C(N)=O)cc1 | -3 | -15 | -8 | -0.9 | -73 | -40 | 11 | -0.8 | -29
Cn1c(CSc2nc3ccccc3s2)nc2ccccc21 | 72* | -2 | -19 | -0.4 | 6 | 27 | 14 | -1.6 | 71*
COc1cccc(CN2CCNC(=O)C2CC(=O)O)c1OC (centres undefined) | -16 | -11 | 13 | 0.6 | 2 | -1 | -1 | -1.0 | 17
COc1ccc(S(=O)(=O)NCc2ccccn2)cc1Cl | -6 | -20 | -13 | -1.6 | 10 | -15 | -3 | -1.4 | -13
O=C(Nc1ccc(N2CCOCC2)cc1)c1cccc(S(=O)(=O)N2CCCC2)c1 | -8 | · | 8 | -0.3 | 11 | 3 | 4 | -1.0 | 5
O=C(CN(Cc1ccco1)C(=O)CNS(=O)(=O)c1ccccc1)NC1CCCCC1 | -3 | 11 | 9 | -0.6 | -1 | -13 | 1 | -0.3 | -4
COc1cccc(CC(=O)NCC2COc3ccccc3O2)c1OC (centres undefined) | -8 | -6 | 7 | 0.1 | 2 | -5 | -3 | 0.3 | -10
CC(=O)N1CCC2(CC1)C(C#N)=C(N)Oc1n[nH]c(CSc3ccc(C)cc3)c12 | 17 | 0 | 6 | 0.1 | -1 | -1 | 1 | -0.3 | 24
COCc1cc(=O)n2[nH]c(-c3cccc(Br)c3)cc2n1 | 0 | -23 | 1 | -0.6 | -8 | 53* | 13 | 0.8 | 48
CCCn1c(NCc2cc(OC)ccc2OC)nc2ccccc21 | 21 | -3 | 14 | -0.7 | 0 | -25 | 11 | -1.7 | -32
CCOc1[nH]c(/N=C/c2ccco2)c(C#N)c1C#N | 0 | 10 | 9 | 0.7 | 1 | -3 | -13 | 0.7 | -8
CCOc1c(N2CCCCC2)c(=O)c1=O | 22 | 7 | 1 | -0.1 | 3 | -14 | 4 | -0.6 | 12
Cc1ccc(S(=O)(=O)NCC(=O)OCN2C(=O)c3ccccc3C2=O)cc1 | 9 | 2 | -3 | -1.4 | 6 | -14 | · | -5.8 | -1
O=C(NCc1ccco1)c1cc(-c2ccccc2)c(N2CCOCC2)s1 | 9 | -12 | 0 | -0.3 | 7 | 7 | 17 | 0.6 | 0
Cc1ccc(S(=O)(=O)CCc2ccccn2)cc1 | -1 | 8 | -4 | -1.5 | 24 | -1 | 12 | 0.1 | 14
CCn1c(=O)c(C(=O)NCc2ccccn2)c(O)c2ccccc21 | 11 | -58 | 24 | 0.0 | 13 | -1 | 2 | -2.1 | 11
O=C(c1ccc(Cl)cc1)c1ccc(OCC(O)CN2CCOCC2)cc1 (centres undefined) | -3 | -10 | -11 | 9.1* | 6 | -2 | 1 | -0.8 | 8
CC1CC(C)CN(CCCNC(=O)C2CCC(=O)N2C2CCCC2)C1 (centres undefined) | -18 | -2 | 7 | 0.1 | -1 | -8 | 0 | 0.5 | 3
CCC(=O)Nc1c(-c2ccc(OC)cc2)c(=O)c2ccccc2n1C | -15 | 1 | 1 | 0.3 | -11 | -20 | -12 | 0.4 | 0
COc1ccc(C2CC(=O)NC3=C2C(=O)CCC3)cc1Cl (centres undefined) | -7 | -1 | -1 | -2.5 | -1 | 4 | 19 | -0.9 | -6
O=C(NCc1ccco1)C(c1ccc(F)cc1)N(Cc1cccnc1)C(=O)Cn1nnc2ccccc21 (centres undefined) | -8 | -14 | -7 | -1.1 | 3 | -11 | 7 | -0.6 | 10
N#CCOc1nc(N2CCOCC2)nc(N2CCOCC2)n1 | -13 | -2 | 1 | -1.3 | 19 | -21 | -5 | -1.7 | -6
CCOc1ccc(C(=O)CCNC(Cc2cnc[nH]2)C(=O)O)cc1 (centres undefined) | -10 | -18 | 4 | 0.1 | 0 | -8 | -6 | -0.9 | 2
O=C(CCN1C(=O)C2CC=C(Cl)CC2C1=O)NC1CCCCC1 (centres undefined) | -5 | -11 | 19 | -0.5 | -4 | 4 | -12 | 0.1 | 6
CCOC(=O)C(CC)Sc1nnc2n1C(C)(C)Cc1ccccc1-2 (centres undefined) | 13 | -29 | 1 | -0.3 | 1 | 0 | 12 | -0.8 | -16
Cc1ccc2nc(NC(=O)CN3CCOCC3)sc2c1 | -5 | -20 | 4 | 0.8 | -10 | 26 | -20 | 0.4 | 23
COc1cc(C2C(C(=O)c3ccc(C)o3)=C(O)C(=O)N2c2cc(C)on2)ccc1O (centres undefined) | 9 | -9 | -2 | -0.8 | -1 | 8 | 4 | -0.6 | -4
COc1ccccc1N(CC(=O)NCc1cccnc1)S(C)(=O)=O | -9 | -2 | -3 | 0.1 | 1 | 21 | 2 | -0.5 | 8
